Compound activity: PubChem BioAssay, Sanford-Burnham Center for Chemical Genomics
697 NFkB inh – lowers PMA/ionomycin-induced NF-kB signal in 697 B cells. AID 435022. 0.33% of 330,000 active. 697 B-cell NF-kB luciferase reporter, 16 h. inhibition, % at 4 µM; in the data active means inhibition above about 35%
APJ antag – APJ receptor antagonism; P35414; CHO-K1 APJ beta-arrestin complementation, luminescence; inhibition, % at 20 µM; 0.32% of 330,000 active; AID 2521;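 active means inhibition above about 40% at 20 µM, limit read from the data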;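 further: cells challenged with 10 nM apelin-13 agonist together with compound; plate controls were apelin-13 plus DMSO wells for no effect and DMSO wells lacking apelin-13 for full effect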
Mdm2 MdmX PPI – disrupts the human Mdm2-MdmX interaction; SaOS-2 split-luciferase Mdm2/MdmX complementation, luminescence; inhibition, % at 8 µM; 3% of 330,000 active; AID 485346;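 active means inhibition of at least 50% at 8 µM in the primary screen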
Target sequence (O15151 whole entry, looked up): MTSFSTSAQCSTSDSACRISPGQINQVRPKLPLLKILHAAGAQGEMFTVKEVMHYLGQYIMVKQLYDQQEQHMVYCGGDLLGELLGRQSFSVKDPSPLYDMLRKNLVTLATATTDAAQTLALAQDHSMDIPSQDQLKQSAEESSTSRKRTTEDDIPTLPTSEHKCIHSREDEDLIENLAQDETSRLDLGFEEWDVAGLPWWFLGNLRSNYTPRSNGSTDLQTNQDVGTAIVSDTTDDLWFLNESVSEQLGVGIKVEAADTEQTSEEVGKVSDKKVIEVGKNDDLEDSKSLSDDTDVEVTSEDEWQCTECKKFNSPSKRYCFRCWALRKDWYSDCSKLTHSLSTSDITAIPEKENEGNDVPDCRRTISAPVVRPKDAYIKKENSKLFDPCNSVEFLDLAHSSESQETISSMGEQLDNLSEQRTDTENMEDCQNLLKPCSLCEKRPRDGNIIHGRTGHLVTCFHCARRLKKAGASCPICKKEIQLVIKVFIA
Target sequence (Q00987 whole entry, looked up): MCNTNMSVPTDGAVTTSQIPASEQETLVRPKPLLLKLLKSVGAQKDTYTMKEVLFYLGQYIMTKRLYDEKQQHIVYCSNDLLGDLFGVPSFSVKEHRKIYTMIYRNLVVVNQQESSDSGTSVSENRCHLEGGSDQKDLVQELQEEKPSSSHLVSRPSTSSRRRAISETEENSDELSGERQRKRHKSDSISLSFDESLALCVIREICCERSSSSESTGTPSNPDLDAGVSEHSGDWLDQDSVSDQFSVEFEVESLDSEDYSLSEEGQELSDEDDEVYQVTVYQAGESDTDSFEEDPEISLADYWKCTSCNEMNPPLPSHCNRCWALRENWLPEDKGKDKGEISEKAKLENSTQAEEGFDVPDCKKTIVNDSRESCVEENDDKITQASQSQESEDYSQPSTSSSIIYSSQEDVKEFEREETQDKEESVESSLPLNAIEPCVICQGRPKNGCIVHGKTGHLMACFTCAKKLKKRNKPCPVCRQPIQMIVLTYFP
APJ ag – agonists of human APJ apelin receptor | AID 2520 | CHO-K1 APJ PathHunter beta-arrestin, luminescence; 0% DMSO wells, 100% apelin | P35414 | 0.11% of 330,000 active | activation, % at 20 µM;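 active means activation more than six SD over the plate average, tested at 20 µM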;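 further: 0% = DMSO alone and 100% = apelin-13 at 10 nM; some results filed as inactive read as strong as hits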
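system = engineered CHO-K1 APJ arrestin reporter cells | input = 1000 cells per well | timing = overnight seeding, 90 min compound at 25 °C, 1 h detection | measured by = enzyme-fragment complementation luminescence | read-out = beta-arrestin recruitment to APJ as agonist activity, luminescent signal | control set = negative DMSO alone, positive Apelin-13 at 10 nM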
Jurkat NFkB inh – inhibitors of the PMA/ionomycin-induced NF-kB reporter in Jurkat cells; AID 435003; inhibition, % at 4 µM; PMA/ionomycin-induced NF-kB luciferase reporter, luminescence; 0.53% of 330,000 active; in the data active means inhibition above about 50%
UPR CHOP act – activators of apoptotic arm of unfolded protein response (CHOP). CHO-CHOP luciferase reporter, UPR activation, luminescence; percent of tunicamycin response over DMSO baseline. activation, % at 10 µM. 0.34% of 330,000 active. AID 449763;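 active means at 10 µM dose, activation of 40% or more, normalized to positive control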;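 further: 100% = tunicamycin at 10 µg/mL and 0% = DMSO alone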
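Assay system: CHO-CHOP cells, stable luciferase reporter of PERK-eIF2a-CHOP signalling / Buffer or medium: F12 plus 10% serum / Compound dosing: one dose, 10 µM in 0.5% DMSO / Times: 6 h compound treatment, 37 °C / Technique: luciferase luminescence / Read-out: % reporter activation, DMSO baseline versus tunicamycin full activation / Benchmarks: tunicamycin and DMSO controls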
tim23-1 inh – tim23-1 yeast growth inhibition; inhibition, % at 20 µM; 1.3% of 330,000 active; AID 463212; S. cerevisiae tim23-1 growth, BacTiter-Glo luminescence, 24 h;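 active means growth inhibition of the mutant yeast at or above 50%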;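 further: temperature-sensitive mutant grown at 25 °C; plate controls were DMSO-treated mutant yeast for no effect and medium wells lacking yeast for full effect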
XBP1 UPR activ – activators of adaptive arm of unfolded protein response (XBP1); 0.33% of 330,000 active; activation, % at 20 µM; CHO-XBP1 luciferase reporter, IRE1-XBP1 UPR activation, luminescence; percent of tunicamycin response, DMSO as zero;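 active means versus positive control, 20 µM dose yields 30% or more activation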;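 further: 100% = tunicamycin at 10 µg/mL and 0% = DMSO only wells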
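Signal: luciferase luminescence; Assay system: CHO-XBP1 luciferase reporter cells; Amount: one thousand reporter cells per well; Dosing: 20 µM single concentration, DMSO 1%; Benchmarks: high control tunicamycin 10 µg/mL final, low control DMSO vehicle only; Schedule: 6 h compound exposure at 37 °C, 5% CO2; Evaluation: percent activation relative to tunicamycin reference.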
* hit, by the source's call.

Values in the order – 697 NFkB inh, APJ antag, Mdm2 MdmX PPI, APJ ag, Jurkat NFkB inh, UPR CHOP act, tim23-1 inh, XBP1 UPR activ
NS(=O)(=O)c1ccc(CCNC(=O)c2ccc(S(=O)(=O)N3CCCCC3)cc2)cc1
    -39, 5, -21, -2, -16, 1.2, 6, 1
COc1cc(Cl)c(C)cc1NC(=O)COC(=O)c1cc(SC)ccc1Cl
    1, 14, 5, -2, 2, 0.3, -8, 1
CN(C)C(CNC(=O)c1cccc(S(=O)(=O)N(C)C)c1)c1ccccc1 (stereo not drawn)
    -14, 1, -16, 4, -13, 1.2, -22, 1
O=C(Cc1ccc(Cl)cc1)N/N=C/c1ccncc1
    20, 12, 9, -1, 11, -0.6, 3, -3
COc1cc(-c2noc(C3CCCN(C(=O)c4c(F)cccc4F)C3)n2)cc(OC)c1OC (stereo not drawn)
    5, 11, 3, -3, 6, -0.5, 25, -2
COc1cccc2cc(C(=O)NCCN3CCOCC3)oc12
    9, -16, 12, 3, 10, -0.3, -2, 1
COc1ccc(NC(=O)C2CCN(c3nc(-c4ccc(OC)cc4)no3)CC2)cc1
    33, 3, 2, -2, 14, -1.6, 6, 0
CCN1CCCC1CNC(=O)c1ccccc1Cl (stereo not drawn)
    22, 3, 30, 0, 20, -2.8, -1, -3
O=C(N/N=C/c1cn(-c2ccccc2)nc1-c1cccs1)c1ccc(Cl)cc1
    -7, -2, 52*, 0, -22, 3.4, 30, 1
COc1ccc(NS(=O)(=O)c2cccc(C(=O)O)c2)cc1S(=O)(=O)N1CCCCC1
    -14, -4, 15, -4, -31, -0.6, 14, 2
Cn1c(=O)c2c(SCC(=O)N3CCCC3)nc(-c3ccccc3)nc2n(C)c1=O
    2, 10, 18, -11, 0, -0.6, 31, 2
CCOc1cc(-c2nnc(-c3ccco3)o2)cc(OCC)c1OCC
    28, -2, 21, -3, 3, -0.9, 33, -2
O=C(COc1ccc(S(=O)(=O)N2CCCC2)cc1)N1CCN(c2ccccc2F)CC1
    5, -2, 11, -1, 0, -2.2, 11, -3
Cc1ccc2nc(-c3ccncc3)c(Nc3ccccc3)n2c1
    -2, -13, 44, -1, -7, 1.0, 21, 1
Cc1cc2ccccn2c1C(=O)c1ccc(F)cc1
    7, 16, 19, 2, 8, 1.3, 12, 11
Cc1cc(C)c(OCC(=O)N(C)CC(=O)Nc2ccc(N3CCOCC3)cc2)c(C)c1
    18, 3, 20, 5, 2, -3.2, 4, -3
CCCCn1c(N)c(N(CC(C)C)C(=O)c2cccc(S(=O)(=O)N(C)c3ccccc3)c2)c(=O)[nH]c1=O
    18, 12, -2, -6, 7, -0.1, 0, -3
C/C(=N\Nc1cc(N2CCOCC2)nc(C)n1)c1ccc(F)cc1
    15, 13, 10, 0, 11, 4.4, 19, -2
CCOC(=O)c1cccc(NC(=O)CCCn2c(=O)c3cccn3c3cccnc32)c1
    -3, 8, 13, 7, 7, -0.5, 18, 3
CCOc1ccc2nc(NC(=O)Nc3cccs3)sc2c1
    -169, 3, -160, -4, -167, 5.2, 22, 4
CCOC(=O)C1CCN(c2ncnc3c2nnn3Cc2ccccc2Cl)CC1
    26, -3, -41, -1, -17, -1.0, 37, -2
COC(=O)Nc1ccc2c(c1)N(C(=O)CCN1CCN3CCCC3C1)c1ccccc1S2 (stereo not drawn)
    -12, -6, 18, -1, -16, -1.9, 5, 1
CCOc1ccccc1NC(=O)N1CCCC1C(=O)Nc1ccc(NC(C)=O)cc1 (stereo not drawn)
    -11, 5, 13, -1, -10, -1.8, 19, -3
N#Cc1ccc(N2C(=O)[C@@H]3C(C(=O)C(c4ccccc4)c4ccccc4)=NN[C@@H]3C2=O)cc1
    30, 2, 5, -1, 9, 0.4, 14, -1
CCc1ccc(OCc2nnc(SCC(=O)NCC3CCCO3)n2C)cc1 (stereo not drawn)
    0, 2, -6, -2, 3, -0.2, 7, -4
Cn1cccc1/C=C1\SC(=Nc2cccc(O)c2)NC1=O
    -42, -2, 6, -2, -38, 4.7, -10, 2
CCN(C(=O)Cc1c(C(=O)O)n(CC)c2ccccc12)c1ccccc1C
    10, -19, 13, -1, -1, -2.3, 14, -3
O=C(COC(=O)c1nc(Cl)ccc1Cl)Nc1ccc(Cl)cc1
    2, 2, -23, -1, -1, -0.8, -6, 0
O=c1oc2ccccc2cc1-c1cn(-c2ccccc2)c(=S)[nH]1
    34, -3, 88*, -1, 85*, -7.7, 32, -6
Cc1cc(OCC(=O)OCC(=O)N2CC(C)CC(C)C2)ccc1Cl (stereo not drawn)
    12, 26, 35, -4, 0, 0.0, 26, -1
Cc1ccccc1CS(=O)(=O)c1ccc(C(=O)N2CCC(C)CC2)cc1[N+](=O)[O-]
    28, -26, 47, 4, -1, -1.8, 2, -2
Cc1nn(-c2ccccc2)nc1CNS(C)(=O)=O
    13, 8, 6, 2, 3, -0.7, -8, -4
CC(=O)Oc1ccc(C(=O)Cc2ccccn2)c(O)c1
    16, 7, 20, -3, -4, 3.7, 15, -2
Cc1cc(=O)oc2cc(O)c(N=Nc3ccccc3)cc12
    -22, -8, 24, 4, -19, 0.5, -17, 0
CCCC(C(=O)NC1CCCC1)N(Cc1ccc2c(c1)OCO2)C(=O)c1snc(C(N)=O)c1N (stereo not drawn)
    26, 13, -7, 0, 11, -1.3, 28, 0
CC1CCN(c2ccc(-c3cccc(NC(=O)c4ccco4)c3)nn2)CC1
    -151, -3, -149, 1, -62, 0.1, 40, -4
Cc1ccc(N2C(=O)[C@@H]3C(C(=O)CN4C(=O)c5ccccc5C4=O)=NN[C@@H]3C2=O)c(C)c1
    0, 10, 3, -4, -12, 2.2, 2, 1
O=C1CCCN1CCCNS(=O)(=O)c1ccc(Cl)c(C(=O)N2CCOCC2)c1
    -25, -6, 10, 0, -5, -0.5, -10, -1
CCOC(=O)c1c(/N=C/c2cccc([N+](=O)[O-])c2O)sc(C)c1C
    9, 5, 5, -4, 16, 1.6, 12, -1
S=C(Nc1ccccc1)N1CCN(c2ccc(N3CCOCC3)nn2)CC1
    4, 11, 3, -3, 9, -1.9, -12, -6

Single values from above:
APJ antag result of Cc1cc(=O)oc2cc(O)c(N=Nc3ccccc3)cc12 = -8
tim23-1 inh result of COC(=O)Nc1ccc2c(c1)N(C(=O)CCN1CCN3CCCC3C1)c1ccccc1S2 (stereo not drawn) = 5
XBP1 UPR activ result of CCOc1ccccc1NC(=O)N1CCCC1C(=O)Nc1ccc(NC(C)=O)cc1 (stereo not drawn) = -3

More structures:
Values in the order – 697 NFkB inh, APJ antag, Mdm2 MdmX PPI, APJ ag, Jurkat NFkB inh, UPR CHOP act, tim23-1 inh, XBP1 UPR activ
CC(C)Cn1nc(-c2ccccc2)c2ccccc2c1=O
    -4, 16, -10, -2, 10, 1.0, -9, 2
O=C(N/N=C/c1cccs1)c1ccc(NC(=O)c2ccccc2Cl)cc1
    10, -4, 7, -1, 19, 0.1, -1, -4
O=C(NCCc1ccccc1)C(=O)NCC1OCCN1S(=O)(=O)c1ccc([N+](=O)[O-])cc1 (stereo not drawn)
    8, -36, 19, 8, 5, -1.0, -3, 0
CCn1c(SCC(=O)NC2CCCCC2)nnc1-c1cccnc1
    30, 3, 33, -9, 14, 0.4, 13, 3
O=C(CSc1ccc(F)cc1)N1CCOCC1
    6, -13, -12, 0, -6, 0.9, -6, -4
Cn1cc(Cl)c(C(=O)Nc2nc3ccc([N+](=O)[O-])cc3s2)n1
    -51, 7, -31, -5, -28, 10.0, 0, 2
COc1ccc(NC(=O)CN(C)C2CCCCC2)c([N+](=O)[O-])c1
    5, 0, 8, -3, 2, 1.9, -3, 4
O=C1CC(=O)CC(c2ccccc2Cl)C1
    -8, 5, 14, -5, 14, 1.4, 14, 0
CN(C)c1ccc(S(=O)(=O)N(C)C)cc1[N+](=O)[O-]
    -8, 13, -14, 2, 3, 0.7, 10, -1
CN(C)CCCN(C(=O)CCc1ccccc1)c1nc2ccc(Br)cc2s1
    3, 11, 58*, 5, 5, 1.9, -50, 6
COc1cc(OC)cc(C(=O)NNC(=O)c2cc(=O)[nH]c3ccccc23)c1
    25, 6, -7, -7, 12, 3.5, -8, 2
O=C(CN1CCN(c2ccccc2)CC1)N1CCc2[nH]c3ccccc3c2C1
    -33, 2, -12, 5, -32, -1.9, 22, 1
CCc1ccc(C2c3[nH]c4ccccc4c3CCN2C(=O)c2cc(C)nn2C)cc1 (stereo not drawn)
    6, 3, 34, -1, -17, -1.4, 13, 1
CCOc1ccc(S(=O)(=O)Nc2nc3ccccc3nc2-n2ccc(=NC(=O)c3cccs3)cc2)cc1
    3, 13, -6, 10, 17, 0.6, -25, 4
CC(=O)Nc1ccc(S(=O)(=O)N2CCc3ccccc3C2CC(=O)O)cc1 (stereo not drawn)
    2, 2, -6, 2, 16, 0.0, -5, 1
Cc1ccc(CC(=O)NC2CCCc3ccccc32)cc1C (stereo not drawn)
    22, 9, -13, -2, 4, 2.9, 15, -1
CCNc1nc(NC(C)C)nc(SCCOC(=O)c2ccccc2)n1
    0, -4, 19, 0, -9, 2.0, 12, 0
CCOC(=O)Cc1cnc(NC(=O)Cn2nnc(-c3ccc(OCC)cc3)n2)s1
    -3, -8, 29, 1, 1, -0.5, 36, -3
COc1ccc([N+](=O)[O-])cc1NC(=O)c1ccc(N(Cc2ccccc2Cl)S(C)(=O)=O)cc1
    0, -10, 32, 3, 6, 1.1, 12, -1
COc1ccc(NC(=O)CCN2CCCCCC2)cc1
    -7, -6, 11, 0, -15, -2.4, 7, -1
Cc1ccc(S(=O)(=O)NCC(=O)N(CC(=O)NCc2ccccc2)CC2CCCO2)cc1 (stereo not drawn)
    4, -2, 7, 0, -1, -1.6, 5, -3
CN(CC(=O)Nc1ccc(F)cc1)C(=O)Cn1cnc2ccc(Cl)cc2c1=O
    11, 16, 27, -2, 14, 3.3, -4, -4
CN(C)c1ccc(/C=N/Nc2cccc(C(=O)O)c2)cc1
    -47, -4, 3, 4, 22, -10, 15, -10
COc1cc(C(=O)c2nccc3cc(OC)c(OC)cc23)c([N+](=O)[O-])cc1OC
    -1, -11, 21, 14*, -2, -0.6, 20, 4
Cc1cn(-c2ccccc2)c(C)c1/C=N\Nc1nc(N2CCOCC2)nc(N2CCOCC2)n1
    14, 9, 4, -4, 11, 1.1, 10, 1
CCCCNc1c(-c2cccc(Sc3ccc(OC)cc3)c2)nc2ccccn12
    -14, -33, 78*, 7, -1, 2.2, 19, -5
N#Cc1cccc(N=Cc2c(O)ccc3ccccc23)c1
    1, 5, 29, 1, 8, -0.2, 36, -3
CSc1ccc(S(=O)(=O)N2CCC(C(=O)NCC3CCCO3)CC2)cc1 (stereo not drawn)
    21, -20, -1, 0, 16, 0.6, 12, 5
O=C(NCCc1ccccc1)C1CCC(CNS(=O)(=O)c2ccccc2)CC1 (stereo not drawn)
    18, 8, -2, 0, 1, 1.4, 6, -2
Cc1cccc(C(=O)Nc2nnc(SCC(=O)Nc3ccc4c(c3)oc3ccccc34)s2)c1
    -30, 10, 8, -3, -21, -1.0, -4, -1
Cc1ccc(O)c(C(=O)CC(=O)c2ccccc2Cl)c1
    -60, 0, 5, -3, -27, 6.0, 38, 3
CCc1nnc(NC(=O)CCC(=O)N2CCN(c3cc(Cl)ccc3C)CC2)s1
    -7, 1, 5, -1, 4, 1.2, 26, -3
O=C(CSc1nnc2ccccn12)NNC(=O)c1ccccc1F
    -9, 3, 13, -2, -10, -1.2, -9, -3
